Source: PubChem BioAssay (SRMLSC)
HER2 expr 66K: inhibitors of Her2 protein expression, primary screen, SKBR-3 cells, AlphaScreen, 66K library; AID 645, 2007; actives 0.69% (n = 65,000); Receptor tyrosine-protein kinase erbB-2 (Homo sapiens), P04626; SKBR-3 HER2 protein level, 18-24 h; active compounds read low; HER2 level % of control, % at 10 µM;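 active means HER2 level under 5% of the carrier-only control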;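 further: 100% = DMSO carrier and 0% = 500 nM PU-H71 HSP90 inhibitor; lower value means stronger loss of Her2 protein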
Target sequence (P04626 whole entry, looked up): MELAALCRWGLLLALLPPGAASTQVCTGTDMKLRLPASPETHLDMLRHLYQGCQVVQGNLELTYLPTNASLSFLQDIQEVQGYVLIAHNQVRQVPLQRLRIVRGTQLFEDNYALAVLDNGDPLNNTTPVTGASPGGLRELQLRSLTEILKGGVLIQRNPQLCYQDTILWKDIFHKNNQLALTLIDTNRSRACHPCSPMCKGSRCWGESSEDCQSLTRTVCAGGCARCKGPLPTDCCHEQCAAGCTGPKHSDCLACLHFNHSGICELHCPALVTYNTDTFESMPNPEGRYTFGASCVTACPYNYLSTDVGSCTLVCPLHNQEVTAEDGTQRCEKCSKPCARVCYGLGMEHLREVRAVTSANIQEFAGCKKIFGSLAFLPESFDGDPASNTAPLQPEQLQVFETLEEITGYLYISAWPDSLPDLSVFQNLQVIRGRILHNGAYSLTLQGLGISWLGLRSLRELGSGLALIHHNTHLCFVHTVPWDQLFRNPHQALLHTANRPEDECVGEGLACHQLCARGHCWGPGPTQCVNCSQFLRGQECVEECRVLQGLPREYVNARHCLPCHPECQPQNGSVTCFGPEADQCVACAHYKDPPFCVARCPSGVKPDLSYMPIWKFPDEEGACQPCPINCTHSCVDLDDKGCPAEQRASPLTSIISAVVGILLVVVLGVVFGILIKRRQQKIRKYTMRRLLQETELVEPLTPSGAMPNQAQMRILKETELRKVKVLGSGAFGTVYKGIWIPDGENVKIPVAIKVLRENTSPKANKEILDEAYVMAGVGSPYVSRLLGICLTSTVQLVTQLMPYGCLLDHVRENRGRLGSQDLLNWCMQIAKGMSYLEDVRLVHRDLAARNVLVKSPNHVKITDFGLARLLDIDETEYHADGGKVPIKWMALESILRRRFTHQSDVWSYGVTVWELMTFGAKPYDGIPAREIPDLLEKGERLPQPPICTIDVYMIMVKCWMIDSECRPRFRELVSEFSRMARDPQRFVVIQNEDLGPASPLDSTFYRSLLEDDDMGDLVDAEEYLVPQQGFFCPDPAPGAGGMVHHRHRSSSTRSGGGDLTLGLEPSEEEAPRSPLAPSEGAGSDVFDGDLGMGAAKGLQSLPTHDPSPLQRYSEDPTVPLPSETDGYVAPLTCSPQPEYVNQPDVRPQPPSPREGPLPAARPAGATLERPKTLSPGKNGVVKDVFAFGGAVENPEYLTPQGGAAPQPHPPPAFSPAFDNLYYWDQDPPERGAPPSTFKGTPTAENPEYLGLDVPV
Fluor 339 460: intrinsic fluorescence of library compounds, ex339/em460 – biochemical, MLSMR library, data from DPM-DC assay, artefact control, profiling panel. compound autofluorescence, ex339/em460 nm, NADH buffer; active compounds read high; 1 = no-compound wells, NADH background. fluorescence fold increase at 10 µM. actives 5.5% (n = 65,000). AID 709, 2007;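 active means at 10 µM, mean starting fluorescence two-fold or more over control wells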;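 further: signal is the first read of a kinetic run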
A340 absorber: compound light absorbance at 340 nm, profiling panel, artefact control, biochemical, MLSMR library, data from PS, PMK, MK assays; compound absorbance at 340 nm, fold over control; fold change at 10 µM; 65,000 tested, under 10 active; AID 708, 2007;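 active means at 10 µM dose, initial 340 nm absorbance at least 2 fold that of control wells; inactive means change under 2 fold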;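 further: initial absorbance extrapolated from kinetic A340 decline of NADH oxidation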
Starred values were filed as active, the others as inactive; . = no result given.

SMILES	HER2 expr 66K	Fluor 339 460	A340 absorber
[O-]/[N+](=C\c1ccncc1)c1ccc(Br)cc1	.	1	1.1
O=C(COC(=O)C(O)c1ccccc1)c1ccc2c(c1)OCCO2 (configuration not stated)	.	1.1	1
O=S(=O)(NCc1cccnc1)c1ccc(Cl)c(Cl)c1	.	1.1	1.1
CCOc1ccc(OCC)c(S(=O)(=O)NCCCN2CCOCC2)c1	.	1.1	1
CCN(CC)C(=O)COc1ccc2oc(C)c(C(=O)OC(C)C)c2c1	.	1.1	1
CCC(=O)N1CCN(c2nc(-c3ccccc3)c3c(c2C#N)CCCC3)CC1	.	2.1*	1
COc1ccc(Br)cc1/C=N/n1c(C)nnc1C	.	1.1	1.1
CC(=O)NC(C)C(=O)OCC(=O)Nc1ccc(Br)cc1 (configuration not stated)	.	1	1.1
CCCn1c(NCc2cc(C)ccc2O)nc2ccccc21	.	1	1
CC(=O)c1cc(F)c(N2CCN(CCC#N)CC2)cc1C	.	1.1	1.1
Cc1nc2ccc(NC(=O)c3ccc(S(=O)(=O)N4CCOCC4)cc3)cc2s1	.	1.1	1
Cc1c(NC(=O)c2ccc3c(c2)OCO3)c(=O)n(-c2ccccc2)n1C	.	1.1	1
CCOC(=O)Nc1ccc2c(c1)N(C(=O)N(CC)CC)c1ccccc1CC2	.	1.1	1
CCCCSc1nc(CCC)cc(=O)[nH]1	.	1.1	1
C=CCn1c2ccccc2c2nnc(SCN3C(=O)c4ccccc4C3=O)nc21	.	1.1	1.1
CS(=O)(=O)Nc1ccc(OCc2ccccc2)cc1	156	1.1	1
CCCCOCCCNC(=O)CN1C(=O)c2ccccc2C1=O	-21*	1.1	1
CCOCC(O)CSCc1ccc(Cl)cc1 (configuration not stated)	96	1	1
CCOC(=O)Cn1c(=O)oc2cc(S(=O)(=O)N3CCn4c3nc3ccccc34)ccc21	40	1.1	1
O=S(=O)(NCCSc1ccccc1)c1ccc2c(c1)OCCO2	103	1.1	1.1
C=CCOC(=O)CCCC(=O)NC1CCCCC1	81	1.1	1
O=C(Nc1cccc(Cl)c1Cl)c1ccncc1	83	0.94	1
CCOC(=O)C1=C(C)NC2(O)c3ccccc3C(=O)C12O (configuration not stated)	102	1.1	1
Cc1oc2c(O)c(O)ccc2c(=O)c1-c1cnn(-c2ccccc2)c1	117	1.1	1.1
CCOC(=O)CSc1nc2sc3c(c2c(=O)n1CC)CC(C)(C)OC3	89	1.1	0.99

Marked active in HER2 expr 66K, of those listed so far:
SMILES	HER2 expr 66K	Fluor 339 460	A340 absorber
CCCCOCCCNC(=O)CN1C(=O)c2ccccc2C1=O	-21*	1.1	1

Part of the list above, bar-delimited.
mol | HER2 expr 66K | Fluor 339 460 | A340 absorber
CCC(=O)N1CCN(c2nc(-c3ccccc3)c3c(c2C#N)CCCC3)CC1 | . | 2.1* | 1
COc1ccc(Br)cc1/C=N/n1c(C)nnc1C | . | 1.1 | 1.1
CC(=O)NC(C)C(=O)OCC(=O)Nc1ccc(Br)cc1 (configuration not stated) | . | 1 | 1.1
CCCn1c(NCc2cc(C)ccc2O)nc2ccccc21 | . | 1 | 1
CC(=O)c1cc(F)c(N2CCN(CCC#N)CC2)cc1C | . | 1.1 | 1.1

7 neighbouring compounds out of the list so far:
SMILES	HER2 expr 66K	Fluor 339 460	A340 absorber
CS(=O)(=O)Nc1ccc(OCc2ccccc2)cc1	156	1.1	1
CCCCOCCCNC(=O)CN1C(=O)c2ccccc2C1=O	-21*	1.1	1
CCOCC(O)CSCc1ccc(Cl)cc1 (configuration not stated)	96	1	1
CCOC(=O)Cn1c(=O)oc2cc(S(=O)(=O)N3CCn4c3nc3ccccc34)ccc21	40	1.1	1
O=S(=O)(NCCSc1ccccc1)c1ccc2c(c1)OCCO2	103	1.1	1.1
C=CCOC(=O)CCCC(=O)NC1CCCCC1	81	1.1	1
O=C(Nc1cccc(Cl)c1Cl)c1ccncc1	83	0.94	1

Next part
SMILES	HER2 expr 66K	Fluor 339 460	A340 absorber
CC1CCCN(c2nc3c(c(=O)[nH]c(=O)n3C)n2CCCc2ccccc2)C1 (configuration not stated)	110	1.1	1
COc1cc(C(=O)N2CCN(C(=O)c3ccco3)CC2)cc(OC)c1OC	118	1.1	0.95
COc1ccc(S(=O)(=O)N2CCCC(C(=O)O)C2)cc1 (configuration not stated)	140	1.1	1
CS(=O)(=O)N(Cc1ccccc1)c1ccccc1C(=O)O	95	1.1	1
O=C(Cn1c(=O)sc2ccccc21)Nc1nc2c(s1)CCCC2	74	1.1	1
Cc1ccc(/C(O)=C2/C(=O)C(=O)N(CCCn3ccnc3)C2c2cccnc2)cc1 (configuration not stated)	107	1.1	1.1
COC(=O)C1=C(C)NC(C)=C(C(=O)OC)C1c1cn(-c2ccccc2)nc1-c1ccco1	54	1.5	1.1
COC(=O)c1sc2nc3c(cc2c1N)COC(C)(C)C3	54	1.5	1.1
O=C(Nc1ccc2snnc2c1)N1CCN(c2ccccc2)CC1	154	1.1	1.1
COc1ccc(C)cc1S(=O)(=O)N1CCN(S(=O)(=O)c2cc(C)ccc2OC)CC1	205	1	1
COc1ccc(CSc2n[nH]c(C)n2)cc1Br	116	1.1	1
CC(=O)Nc1cc(OC(=O)c2ccco2)cc(OC(=O)c2ccco2)c1	170	1	1
COc1cccc(N(CC(=O)NC(C)c2ccccc2)S(C)(=O)=O)c1 (configuration not stated)	72	1.1	1
COc1cc2c(cc1NC(C)=O)CCCC2	279	1.1	1.1
Cc1cc(-c2ccccc2)c(C#N)c(N)n1	102	2.4*	1
N[C@H](Cc1c[nH]c2ccccc12)C(=O)O	116	1.1	1
O=C(CCCc1ccccc1)N1CCc2ccccc21	94	1.1	1.1
CCN(CC)C(=O)CSc1nc(C)cc(-c2cccs2)c1C#N	99	1.1	1.1
CCCS(=O)(=O)c1c(S(=O)(=O)CCC)c2ccccn2c1C(=O)OC	88	1.4	1.1
COc1cccc(C2CC(c3ccccc3)n3ncnc3N2)c1 (configuration not stated)	110	1	0.98
COc1ccc(NC(=O)c2c(-c3ccccc3)noc2C)c(OC)c1	233	1.1	1
COc1cc(S(=O)(=O)N2CCCCC2)ccc1NC=O	102	1.1	1.1
COc1ccc(C2/C(=C(/O)c3ccc(F)cc3)C(=O)C(=O)N2CCCN(C)C)cc1 (configuration not stated)	197	1.1	1.2
Cn1c(=O)[nH]c(=O)c2c1nc(N(CCO)Cc1ccccc1)n2CCCc1ccccc1	101	1.1	1
CCOC(=O)c1ccc(NC(=O)C2=C(C)Nc3nc(CCCO)nn3C2c2cccc(C)c2)cc1 (configuration not stated)	97	1.2	1.1

By substructure: the compounds so far with two or more sulfur atoms (seven)
SMILES	HER2 expr 66K	Fluor 339 460	A340 absorber
Cc1nc2ccc(NC(=O)c3ccc(S(=O)(=O)N4CCOCC4)cc3)cc2s1	.	1.1	1
O=S(=O)(NCCSc1ccccc1)c1ccc2c(c1)OCCO2	103	1.1	1.1
CCOC(=O)CSc1nc2sc3c(c2c(=O)n1CC)CC(C)(C)OC3	89	1.1	0.99
O=C(Cn1c(=O)sc2ccccc21)Nc1nc2c(s1)CCCC2	74	1.1	1
COc1ccc(C)cc1S(=O)(=O)N1CCN(S(=O)(=O)c2cc(C)ccc2OC)CC1	205	1	1
CCN(CC)C(=O)CSc1nc(C)cc(-c2cccs2)c1C#N	99	1.1	1.1
CCCS(=O)(=O)c1c(S(=O)(=O)CCC)c2ccccn2c1C(=O)OC	88	1.4	1.1

Going on with the list:
SMILES	HER2 expr 66K	Fluor 339 460	A340 absorber
CCOC(=O)Cn1c(=O)oc2cc(S(=O)(=O)NCCc3ccc(C)cc3)ccc21	108	0.99	0.97
CC(C)C(C(=O)Nc1ccccc1)N1C(=O)c2ccccc2C1=O (configuration not stated)	122	1.2	1
CC(=O)Nc1cc(N2C(=O)CCC2=O)ccc1Cl	134	1	0.97
Cc1ccc(P(=O)(O)c2ccc(C)cc2)cc1	89	1	1
COc1ccc(Cl)cc1NS(=O)(=O)c1cc(Cl)ccc1OC	107	1.1	0.99
C=CCc1cccc2cc(C(=O)OCC)c(=O)oc12	94	1.2	1.1
CCN(CC)C(=O)C(C)OC(=O)c1ccc(O)cc1 (configuration not stated)	99	0.89	0.97
CCOC(=O)CNS(=O)(=O)CCN1C(=O)c2ccccc2C1=O	103	1.1	1
CCS(=O)(=O)N1CCN(C(=O)c2cccnc2)CC1	97	1.1	1
O=C(CN1C(=O)C2(OCCO2)c2ccccc21)c1ccc(Cl)cc1	207	1.1	1
O=C1C2C(C(=O)N1CC1CCCO1)C1C=CC2C12CC2 (configuration not stated)	253	1.1	1
O=C(CN1CCOCC1)Nc1ncccn1	103	1.1	1
COC(=O)CN(c1ccccc1C)S(C)(=O)=O	86	1	1
COc1ccc(C(=O)OCCN2C(=O)c3ccccc3C2=O)cc1OC	106	1.1	1
CC(=O)Nc1ccc(S(=O)(=O)N2CCN(C(C)CCc3ccccc3)CC2)cc1 (configuration not stated)	82	1	0.99
Fc1ccc(C2CC(c3ccco3)n3ncnc3N2)cc1 (configuration not stated)	96	1.1	1
Nc1ccn([C@@H]2O[C@H](CO)[C@@H](O)[C@@H]2O)c(=O)n1	108	1.1	1
CN(C)c1ccc(C=Nc2ccc(N(C)C)cc2)cc1	99	0.96	1
COc1cc(C)nc(Oc2ccc(OCc3ccccc3)nn2)n1	85	0.02	0.99
CCOC(=O)N1CCN(CCC(=O)Nc2ccc(C)cc2)CC1	75	1.1	1
CCNC(=O)C1(c2ccccc2)CCCC1	110	1.1	1
COC(=O)CNC(=O)c1c(-c2c(Cl)cccc2Cl)noc1C	185	1.1	1
CCC(=O)N/C(=N/c1nc(C)cc(C)n1)Nc1cccc(OC)c1	85	1.1	1
CC(C)c1ccc(C(=O)Nc2ccc(N3CCOCC3)cc2)cc1	119	1.1	1.1
CCn1cc(C(=O)O)c(=O)c2cc3c(cc21)OCO3	114	1.1	1
Next part.
SMILES	HER2 expr 66K	Fluor 339 460	A340 absorber
Cc1cc(N)n(-c2ccccc2)n1	116	1.1	1
CCOC(=O)C1CCN(C(=O)CCCOc2ccccc2)CC1	85	1.1	1
Cc1cccc(NC(=O)c2ccccc2O)c1C	146	1.1	1
CCNC(=O)[C@@H]1CCCN1C(=O)[C@H](CCCN=C(N)N)NC(=O)[C@H](CC(C)C)NC(=O)[C@@H](CC(C)C)NC(=O)[C@H](Cc1ccc(O)cc1)NC(=O)[C@H](CO)NC(=O)[C@H](Cc1c[nH]c2ccccc12)NC(=O)[C@H](Cc1cnc[nH]1)NC(=O)[C@@H]1CCC(=O)N1	117	1.1	1
COc1ccc(CNc2ccc3cn[nH]c3c2)c(OC)c1OC	100	1.2	1.1
COC(=O)C1(S(=O)(=O)c2ccc(C)cc2)CCOCC1	94	1.1	1
CC(NC(=O)Nc1ccccc1)c1ccccc1 (configuration not stated)	108	0.72	1
Cc1cc(N)n2nc(-c3ccccc3)cc2n1	81	1.6	1
NCCNCCNCCN	122	1.1	1
COc1ccc(-c2noc(Cc3ccc(Cl)cc3)n2)cc1OC	109	1.1	1
CCN(CC)S(=O)(=O)c1cc(C(=O)OC)ccc1Cl	101	1.1	1
CC(=O)NCCOC(=O)Nc1ccncc1	94	0.95	1.1
O/N=C1/CCCSc2ccccc21	81	1.1	1

The list is partial; count on the stated rates, not on these rows.
